Screens as filed in PubChem BioAssay.
SENP8 block-1: human SENP8 protease inhibitors, primary screen, biochemical, fluorescence, Nedd8 protein substrate, uHTS; recombinant SENP8; actives 0.64% (n = 360,000); inhibition, % at 20 µM; Sentrin-specific protease 8 (Homo sapiens), Q96LD8; AID 602440, 2012; in the data active = inhibition mostly above about 40%, no sharp cut-off; inactive = mostly below about 27%
Target sequence (Q96LD8 whole entry, looked up): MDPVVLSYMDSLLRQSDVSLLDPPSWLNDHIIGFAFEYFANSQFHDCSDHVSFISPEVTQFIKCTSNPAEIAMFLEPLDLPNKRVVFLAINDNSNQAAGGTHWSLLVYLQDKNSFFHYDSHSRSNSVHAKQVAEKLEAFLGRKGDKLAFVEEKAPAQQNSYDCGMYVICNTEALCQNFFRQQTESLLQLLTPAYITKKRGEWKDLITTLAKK
PfGluPho inh: PfG6PD enzyme inhibitors, primary screen, biochemical, fluorescence intensity, uHTS. inhibition, % at 20 µM. actives 0.78% (n = 350,000). glucose-6-phosphate dehydrogenase-6-phosphogluconolactonase (Plasmodium falciparum 3D7). PfGluPho enzyme, NADPH resazurin-diaphorase fluorescence. AID 504690, 2011;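 active = inhibition reaching at least a set limit at 20 µM in the primary screen, cut at about 59% in these data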;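 note: 0% = DMSO wells with substrate and 100% = DMSO wells lacking glucose-6-phosphate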
SENP8 block-2: SENP8 protease inhibitors, primary screen, biochemical, luminescence; purified SENP8, Z-RLRGG-aminoluciferin cleavage; inhibition, % at 10 µM; actives 1.2% (n = 330,000); AID 2540, 2010; in the data active = inhibition above about 50%
HKDC1 inh: HKDC1 hexokinase inhibitors, primary screen, biochemical, fluorescence, uHTS; Q2TB90; recombinant HKDC1, G6PDH/diaphorase resazurin coupled fluorescence; inhibition, % at 20 µM; actives 0.16% (n = 340,000); AID 493160, 2011;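 active = inhibition above about 35% when tested at 20 µM, limit read from the data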;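 note: plate controls were DMSO wells with enzyme for no effect and DMSO wells lacking enzyme for full effect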
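Test system: recombinant HKDC1 (HK5) hexokinase enzyme, produced in-house; Amount: enzyme 5 µg/mL final; Buffer or medium: Tris pH 8.0 buffer with MgCl2, Tween-20, BSA, BME; Reagent: glucose and ATP substrates; Doses: 20 µM test compound, 1% DMSO; Incubation: 90 min reaction incubation at room temperature, dark; Detection: resorufin fluorescence at 613 nm.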
SENP6 inh: SENP6 protease inhibitors, primary screen, biochemical, luminescence, uHTS. inhibition, % at 10 µM. actives 1.8% (n = 330,000). Recombinant SENP6 catalytic domain, aminoluciferin luminescence;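 active = inhibition above about 50% at the single tested dose, limit read from the data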;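 note: plate controls were DMSO wells with enzyme for no effect and DMSO wells lacking enzyme for full effect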
Target sequence (Q9GZR1 628-1112 limits assumed): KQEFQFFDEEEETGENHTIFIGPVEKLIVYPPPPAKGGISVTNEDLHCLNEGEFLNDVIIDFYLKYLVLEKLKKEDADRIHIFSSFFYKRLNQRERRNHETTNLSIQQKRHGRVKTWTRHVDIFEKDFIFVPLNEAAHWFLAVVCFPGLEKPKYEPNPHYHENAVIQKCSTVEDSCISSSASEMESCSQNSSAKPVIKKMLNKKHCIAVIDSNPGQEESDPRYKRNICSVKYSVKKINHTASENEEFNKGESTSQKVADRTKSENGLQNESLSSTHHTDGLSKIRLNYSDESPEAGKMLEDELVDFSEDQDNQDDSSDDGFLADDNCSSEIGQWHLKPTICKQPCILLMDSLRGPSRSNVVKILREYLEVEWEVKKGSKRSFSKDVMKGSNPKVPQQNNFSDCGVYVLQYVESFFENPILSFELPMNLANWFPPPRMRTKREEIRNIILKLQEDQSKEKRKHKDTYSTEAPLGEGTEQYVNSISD
Apaf1 inhib: inhibitors of human Apaf-1 apoptosome, primary screen, biochemical, DEVD-Rh110 fluorescence, uHTS; Apoptotic protease-activating factor 1 (Homo sapiens), O14727; reconstituted apoptosome caspase-3 activity; inhibition, % at 20 µM; actives 0.71% (n = 330,000); AID 489030, 2010; active = inhibition of at least 40% at 20 µM;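 note: plate controls were DMSO wells for no effect and DEVD-CHO caspase inhibitor wells for full effect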
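System: Apoptosome proteins | Medium: Hepes pH 7.5 with detergent and BSA | Also added: Cytochrome c trigger plus (Z-DEVD)2-Rh110 caspase-3 substrate | Incubation: 30 min compound preincubation, 50 min activation, room temperature | Detection: Rhodamine 110 fluorescence at Ex 480/Em 540 nm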
SENP1 inh: human SENP1 catalytic domain inhibitors, primary screen, biochemical, FRET, uHTS. Sentrin-specific protease 1 (Homo sapiens), Q9P0U3. recombinant SENP1 catalytic domain, CyPet-SUMO1-YPet FRET cleavage. inhibition, % at 10 µM. actives 0.21% (n = 360,000). AID 624204, 2012;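 active = inhibition at least 30% at 10 µM, raw YFP signal under a set limit, fluorescence ratio 0.5 to 1.5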;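 note: 0% = enzyme with DMSO and 100% = no enzyme wells; some results filed as inactive read as strong as hits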
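System: Recombinant human SENP1 catalytic domain, His6-tagged | Incubation: Enzyme reaction for 50 min at room temperature, dark | Medium: Tris pH 8 with BME, BSA, NP40 and catalase | Also added: 25 nM SUMO1 FRET substrate | Compound: 10 µM single point, 0.5% DMSO | Measured by: FRET fluorescence in CFP and YFP emission channels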
SENP7 block: SENP7 protease inhibitors, primary screen, biochemical, luminescence, uHTS. AID 434973, 2010. actives 1.5% (n = 330,000). inhibition, % at 5 µM. recombinant SENP7, Z-RLRGG-aminoluciferin luminescence, 40 min. Sentrin-specific protease 7 (Homo sapiens), Q9BQF6;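 active = inhibition above about 50% at the single test dose, limit read from the data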;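 note: plate controls were DMSO with enzyme for no effect and no enzyme buffer wells for full effect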
Target sequence (Q9BQF6 706-1050 limits assumed): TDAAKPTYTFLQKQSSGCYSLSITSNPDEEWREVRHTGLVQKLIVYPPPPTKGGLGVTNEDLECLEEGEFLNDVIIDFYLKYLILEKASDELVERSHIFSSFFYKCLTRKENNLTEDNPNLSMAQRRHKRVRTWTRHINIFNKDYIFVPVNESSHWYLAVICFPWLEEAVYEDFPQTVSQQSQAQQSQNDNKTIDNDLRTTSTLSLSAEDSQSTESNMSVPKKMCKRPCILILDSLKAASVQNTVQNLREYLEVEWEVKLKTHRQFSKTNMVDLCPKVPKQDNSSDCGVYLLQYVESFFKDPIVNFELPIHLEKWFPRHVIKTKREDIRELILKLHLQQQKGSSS
Active calls of the source: *; i = inactive; / = not tested or not shown.

1) N#CC1=C(N)NC(SCC(=O)c2ccc(Br)cc2)=C(C#N)C12CCCCC2
2) CCOc1ccc(OCc2ccc(C(=O)NCC3CCCO3)o2)cc1 (stereo not drawn)
3) CC(C)n1c(=S)[nH]c2ccccc21
4) N[C@@H](Cc1ccc(F)cc1)C(=O)O
5) O=C(O)Cc1c(O)ccc2ccccc12
6) Cc1ccc(Oc2ccccc2/C=C/C(=O)O)cc1

entry no.,1,2,3,4,5,6
SENP7 block,2,2,-6,/,-4,1
SENP1 inh,0,2,-1,0,0,2
HKDC1 inh,1,2,0,1,10,4
PfGluPho inh,7,-6,54,-18,-3,-40
SENP8 block-2,1,2,-15,/,-8,-4
Apaf1 inhib,38,-13,4,/,4,4
SENP8 block-1,-6,-8,27,-10,-243,22
SENP6 inh,-9,-2,-24,/,-8,-6

7) O=C(NCC1CCCO1)C1CC(=O)N(c2ccc(Cl)cc2)C1 (stereo not drawn)
8) CCOC(=O)c1c(NC(=O)COC(=O)Cn2c(C)nc3ccccc32)sc2c1CCCC2
9) O=c1[nH]c(CSc2nnc3ccccn23)nc2ccccc12
10) CN1C(=S)SC(N(O)C=C2C=CC(=O)C=C2)C1(C)C (stereo not drawn)
11) CC12CN3CCN(CC(C3)/C1=N\NC(=O)c1ccccc1N)C2
12) Clc1ccc(CNc2cnccn2)cc1

entry no.,7,8,9,10,11,12
SENP7 block,-3,-2,8,5,-4,6
SENP1 inh,-1,0,-2,0,1,-5
HKDC1 inh,0,-6,-15,4,-2,7
PfGluPho inh,-15,1,-12,-11,2,-10
SENP8 block-2,0,-4,2,1,-2,3
Apaf1 inhib,-9,32,1,4,-28,-15
SENP8 block-1,14,-32,1,23,-266,-421
SENP6 inh,-24,-15,-5,-17,-10,-14

13) Cc1cccc(C)c1N1CCN(S(=O)(=O)c2ccc(F)cc2)CC1
14) CCCN(CC(=O)Nc1ccccc1OC)C(=O)c1ccc2c(c1)NC(=O)C(C)S2 (stereo not drawn)
15) Cc1ccc(C2=N/C(=C\c3ccc(F)cc3)C(=O)N2)cc1
16) CCN(CC)CCNC(=O)c1ccc(NC(=O)c2ccccc2-c2ccc(C(F)(F)F)cc2)cc1
17) Cc1c(Cl)cccc1NC(=S)/C(=C(\[O-])c1ccc(Cl)s1)[n+]1ccccc1
18) Cc1ccc(-c2cc(N)n(-c3ccc(C)cc3)n2)cc1

entry no.,13,14,15,16,17,18
SENP7 block,0,6,9,-6,-1,-4
SENP1 inh,-15,1,-20,1,-13,-10
HKDC1 inh,3,-5,-3,-3,-2,8
PfGluPho inh,11,16,5,12,12,15
SENP8 block-2,-2,1,-5,-3,0,-8
Apaf1 inhib,19,38,12,15,23,6
SENP8 block-1,18,-8,i,21,28,-117
SENP6 inh,-15,13,-4,-13,25,-9

19) c1ccc(-c2ccccc2OCCCN2CCCCC2)cc1
20) CC(=O)c1ccc(Oc2cc(-c3ccccc3)nc(-c3ccccc3)n2)cc1
21) COc1ccc(NC(=O)/C(C#N)=C/c2ccc(-c3ccc(Cl)c(C(=O)O)c3)o2)cc1
22) COc1ccc(C(=O)Nn2cnc3ccccc3c2=O)cc1[N+](=O)[O-]
23) COC(=O)/C(=C(/F)Sc1cc(C)c(O)c(C)c1)C(F)(F)F
24) CCC1=NN(C(=O)Cc2ccc([N+](=O)[O-])cc2)C(O)(c2ccncc2)C1 (stereo not drawn)

entry no.,19,20,21,22,23,24
SENP7 block,-8,4,-23,-4,12,1
SENP1 inh,0,1,-19,3,0,0
HKDC1 inh,3,-10,5,-1,20,-13
PfGluPho inh,-7,3,-10,-11,6,-11
SENP8 block-2,-12,-1,-3,-8,-7,-1
Apaf1 inhib,-4,2,3,8,9,2
SENP8 block-1,13,8,24,12,26,16
SENP6 inh,-22,-19,-28,-40,-6,-1

25) COc1cccc(NC(=O)CN(C)C(=O)c2ccc(NC(=O)CC3SC(N4CCCC4)=NC3=O)cc2)c1 (stereo not drawn)
26) CCOc1ccc(C(NC(=O)c2ccco2)c2ccc(OC)c(OC)c2)cc1 (stereo not drawn)
27) Cc1cc(-c2ccc3c(c2)COc2c4ccccc4nn2-3)on1
28) COc1cc(S(=O)(=O)NCCCn2ccnc2)ccc1Cl
29) O=C(/C=C/c1ccc([N+](=O)[O-])cc1)Nc1cccc(S(=O)(=O)NC2=NCCCCC2)c1
30) O=C(CO/N=C/c1cccc([N+](=O)[O-])c1)NC1CCCCCC1

entry no.,25,26,27,28,29,30
SENP7 block,/,10,49,-18,-2,0
SENP1 inh,0,1,-2,1,1,1
HKDC1 inh,-1,-17,-3,-4,-3,-2
PfGluPho inh,2,-20,9,-5,-5,-9
SENP8 block-2,/,-9,86*,-5,-12,-6
Apaf1 inhib,/,-4,-8,9,19,5
SENP8 block-1,4,19,-356,13,0,4
SENP6 inh,/,-7,93*,-26,-4,-10

31) CCCCn1c(N)c(N(CC)C(=O)c2ccccc2C)c(=O)[nH]c1=O
32) CC(C)CNc1cc(Cl)c(S(=O)(=O)NCC(C)C)cc1C(=O)O
33) O=C(O)Cc1nc2nc3c(c(=O)n2[nH]1)CCCC3
34) Cc1cc2c(cc(C(=O)OC(C)C(=O)NCc3ccc(F)cc3)n2C)o1 (stereo not drawn)
35) Brc1cccc(CNn2cnnc2)c1
36) O=C1CC(N2CCN(Cc3ccc4c(c3)OCO4)CC2)C(=O)N1c1cccc2ccccc12 (stereo not drawn)

entry no.,31,32,33,34,35,36
SENP7 block,-1,-1,-3,/,-2,-3
SENP1 inh,4,3,1,4,3,1
HKDC1 inh,-5,1,-7,2,-4,-4
PfGluPho inh,10,-21,4,-17,-4,9
SENP8 block-2,4,-1,4,/,-6,8
Apaf1 inhib,-1,15,-4,/,-15,-15
SENP8 block-1,17,-15,33,-178,29,15
SENP6 inh,-39,-15,-6,/,-18,18

37) CC(C)c1c(O)nc(SCC(=O)Nc2ccc3c(c2)CCC3)[nH]c1=O
38) COc1cc(NC(=O)CSc2nnc3c(C)cc4c(C)ccc(C)c4n23)c(C(=O)O)cc1OC
39) CC(=O)Nc1ccc(CN2CCCC(CO)(Cc3ccccc3C)C2)cc1 (stereo not drawn)
40) COc1cnc(-c2ccccn2)nc1Oc1cccc(Cl)c1
41) NS(=O)(=O)c1ccc(NC(=O)CN2CCCC2)cc1
42) S=C(NCc1ccccc1)Nc1ccc2ccccc2c1

entry no.,37,38,39,40,41,42
SENP7 block,12,0,-8,2,5,1
SENP1 inh,3,-1,-11,-1,0,2
HKDC1 inh,-5,3,0,0,0,10
PfGluPho inh,-20,-6,-17,-1,-5,16
SENP8 block-2,-4,4,-19,-4,4,-2
Apaf1 inhib,-8,3,3,-3,-6,1
SENP8 block-1,12,-12,8,1,11,-15
SENP6 inh,-22,6,-8,-5,4,-12

Not a retest: an excerpt of the list.
28) COc1cc(S(=O)(=O)NCCCn2ccnc2)ccc1Cl
29) O=C(/C=C/c1ccc([N+](=O)[O-])cc1)Nc1cccc(S(=O)(=O)NC2=NCCCCC2)c1
30) O=C(CO/N=C/c1cccc([N+](=O)[O-])c1)NC1CCCCCC1
31) CCCCn1c(N)c(N(CC)C(=O)c2ccccc2C)c(=O)[nH]c1=O
32) CC(C)CNc1cc(Cl)c(S(=O)(=O)NCC(C)C)cc1C(=O)O
33) O=C(O)Cc1nc2nc3c(c(=O)n2[nH]1)CCCC3
34) Cc1cc2c(cc(C(=O)OC(C)C(=O)NCc3ccc(F)cc3)n2C)o1 (stereo not drawn)
35) Brc1cccc(CNn2cnnc2)c1

entry no.,28,29,30,31,32,33,34,35
SENP7 block,-18,-2,0,-1,-1,-3,/,-2
SENP1 inh,1,1,1,4,3,1,4,3
HKDC1 inh,-4,-3,-2,-5,1,-7,2,-4
PfGluPho inh,-5,-5,-9,10,-21,4,-17,-4
SENP8 block-2,-5,-12,-6,4,-1,4,/,-6
Apaf1 inhib,9,19,5,-1,15,-4,/,-15
SENP8 block-1,13,0,4,17,-15,33,-178,29
SENP6 inh,-26,-4,-10,-39,-15,-6,/,-18

36) O=C1CC(N2CCN(Cc3ccc4c(c3)OCO4)CC2)C(=O)N1c1cccc2ccccc12 (stereo not drawn)
37) CC(C)c1c(O)nc(SCC(=O)Nc2ccc3c(c2)CCC3)[nH]c1=O
38) COc1cc(NC(=O)CSc2nnc3c(C)cc4c(C)ccc(C)c4n23)c(C(=O)O)cc1OC
39) CC(=O)Nc1ccc(CN2CCCC(CO)(Cc3ccccc3C)C2)cc1 (stereo not drawn)
40) COc1cnc(-c2ccccn2)nc1Oc1cccc(Cl)c1
41) NS(=O)(=O)c1ccc(NC(=O)CN2CCCC2)cc1

entry no.,36,37,38,39,40,41
SENP7 block,-3,12,0,-8,2,5
SENP1 inh,1,3,-1,-11,-1,0
HKDC1 inh,-4,-5,3,0,0,0
PfGluPho inh,9,-20,-6,-17,-1,-5
SENP8 block-2,8,-4,4,-19,-4,4
Apaf1 inhib,-15,-8,3,3,-3,-6
SENP8 block-1,15,12,-12,8,1,11
SENP6 inh,18,-22,6,-8,-5,4

Remaining list, next part.
43) CCOCCCNC(=O)C1c2ccccc2Oc2ccccc21
44) CCn1c(=O)c2cc(C(=O)Nc3cccc(C(C)=O)c3)sc2c2ccccc21
45) CCOC(=O)C(C(=O)c1ccccc1)C1CC(C)NC(=S)N1 (stereo not drawn)
46) CCN(CC)C(=S)SCC(=O)Nc1ccc(S(N)(=O)=O)cc1
47) Cn1c(=NC(=O)C2CCCCC2)sc2cc([N+](=O)[O-])ccc21
48) Fc1cccc(CSc2nc3ccncc3[nH]2)c1

entry no.,43,44,45,46,47,48
SENP7 block,-5,-7,3,-16,2,24
SENP1 inh,-1,-2,2,2,2,-1
HKDC1 inh,-5,-3,-10,5,-5,-7
PfGluPho inh,-6,4,18,2,7,9
SENP8 block-2,1,7,-3,-4,-7,-9
Apaf1 inhib,-21,-19,9,0,1,7
SENP8 block-1,19,i,14,23,12,6
SENP6 inh,-8,6,0,-12,-23,-22

49) CC(C)OP(=O)(OC(C)C)C(Nc1ccc(C(=O)O)cc1)c1ccccc1 (stereo not drawn)
50) O=S(=O)(NCC1(N2CCOCC2)CCCCC1)c1ccc(F)cc1
51) NC(=O)CSc1nnc(Cc2ccc3c(c2)OCO3)o1
52) C[C@@]12CCC[C@@](C)(C(=O)O)C1CC[C@@]13C[C@@H](NCc4ccccc4)[C@@](C)(CCC12)C3 (stereo partly drawn)
53) Cc1cccc(Cn2c(C(=O)OC(C)C)cc3c2ccn3C)c1

entry no.,49,50,51,52,53
SENP7 block,11,-3,6,-4,6
SENP1 inh,3,1,-1,1,-15
HKDC1 inh,-1,-4,1,-3,8
PfGluPho inh,-19,1,-14,-8,18
SENP8 block-2,3,-6,-1,4,-1
Apaf1 inhib,-25,0,-2,8,17
SENP8 block-1,-164,14,7,11,-34
SENP6 inh,15,-12,-10,-10,5
